Screening results from PubChem BioAssay.
p53 reactivation = qHTS assay for re-activators of p53 using a Luc reporter; H1299 p53-A138V BP100-luciferase reporter, luminescence, 24 h; Potency, µM (highest dose often 92.2 µM), inactives show at the highest dose activity change, positive = activation, actives largely listed as activators; actives 0.063% (n = 320,000); AID 504706, 2011; further: % of control where 0% means no effect; nearly all actives have a fitted effect of over 45% in size
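p53-null H1299 cells stably carrying temperature-sensitive p53-A138V and a BP100-luciferase reporter were pinned with compounds (4-point, 1:5 series) and held 24 hrs at 37 deg C. Luminescence was read 10 min after detection reagent.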
FLuc counter = qHTS profiling assay for firefly luciferase inhibitor/activator using purifed enzyme and Km concentrations of substrates (counterscreen for miR-21 project); Luciferin 4-monooxygenase (Photinus pyralis), P08659; purified FLuc, Km substrates, luminescence inhibition; Potency, µM (series often up to 57.5 µM), for the others: at the top dose activity change, negative = inhibition, hits mostly inhibitors; actives 6.9% (n = 360,000); AID 588342, 2011;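 further: plate controls were vehicle for no effect and reference inhibitor for full effect; nearly all actives have a fitted effect of over 55% in size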
Target sequence (P08659 whole entry, looked up): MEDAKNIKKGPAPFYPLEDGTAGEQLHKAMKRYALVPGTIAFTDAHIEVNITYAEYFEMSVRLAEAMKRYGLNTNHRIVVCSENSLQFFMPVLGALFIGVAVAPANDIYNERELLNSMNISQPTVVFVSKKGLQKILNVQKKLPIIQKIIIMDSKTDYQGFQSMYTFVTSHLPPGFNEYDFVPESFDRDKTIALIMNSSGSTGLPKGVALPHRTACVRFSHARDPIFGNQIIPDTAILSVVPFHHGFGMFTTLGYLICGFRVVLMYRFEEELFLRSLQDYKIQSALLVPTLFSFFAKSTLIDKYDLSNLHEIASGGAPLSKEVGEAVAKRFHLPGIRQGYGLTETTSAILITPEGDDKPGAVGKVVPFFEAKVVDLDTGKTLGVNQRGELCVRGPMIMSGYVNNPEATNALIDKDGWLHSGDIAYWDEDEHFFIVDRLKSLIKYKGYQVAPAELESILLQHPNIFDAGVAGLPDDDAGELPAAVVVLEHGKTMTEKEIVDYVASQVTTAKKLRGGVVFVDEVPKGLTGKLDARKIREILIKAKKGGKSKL
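Purified P. pyralis luciferase, 10 nM final, with Km-level 10 uM D-luciferin and 10 uM ATP in 50 mM Tris acetate pH 7.5, 10 mM Mg acetate, 0.01% Tween-20, 0.05% BSA; 6-point qHTS titration about 60 µM downward; luminescence read.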
BRCA1 expr act = qHTS Assay to Identify Small Molecule Activators of BRCA1 Expression. MCF7-BRCA1-FFLuc reporter, luminescence, 48 h; response scale: scaled: vehicle 0%, 10 µM genistein 100%. Potency, µM (top dose mostly 46.1 µM), without a hit: top-dose activation, most hits filed as activators. actives 1.1% (n = 380,000). AID 624202, 2012; further: nearly all actives have a fitted effect of over 80% in size; some results filed as inactive show a strong effect at the top dose
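MCF7-BRCA1-FFLuc, 2000 cells/well; 2 h attach, 37 °C/5% CO2; compound 48 h; luciferase substrate 15 min; luminescence end-point. Norm. to genistein 10 microM max activation and DMSO; concentration-response curves fitted.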
CXXC DNA block = qHTS Fluorescence Polarization Assay for Inhibitors of MLL CXXC domain - DNA interaction; Histone-lysine N-methyltransferase 2A (Homo sapiens), Q03164; MLL-CXXC / FITC-HOXA9 DNA fluorescence polarization; Potency, µM (highest dose often 115 µM), for inactives: top-dose activity change, negative = inhibition, actives largely listed as inhibitors; actives 0.037% (n = 290,000); active means well fitted inhibition curve with a large enough effect in the polarisation, with a control signal flat, not every such curve was filed as active; inconclusive means small, poorly fitted or top-dose-only effect, or effect the other way, or a change in a side signal; inactive means no such curve, though single readings can be large or run the other way; the % refers to the polarisation
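Steps: dispense CXXC domain solution (7 uM) → pin compounds or unlabeled HOX-A9 DNA control → 5 min ambient → add FLSN-HOX-A9 solution (50 nM) → spin → 30 min ambient → fluorescence polarization. Tris pH 7.5/NaCl/DTT/BSA buffer.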
ELG1 genotoxic = qHTS screen for small molecules that induce genotoxicity in human embryonic kidney (HEK293T) cells expressing luciferase-tagged ELG1; HEK293T ELG1-luciferase reporter, luminescence, 16 h; Potency, µM (highest dose often 46 µM), for the others: top-dose activity change, positive = activation, actives largely listed as activators; actives 1.3% (n = 330,000); AID 504466, 2011; further: % of control where 0% means no effect; nearly all actives have a fitted effect of over 60% in size
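Genotoxic stress is detected as increased luminescence from luciferase-tagged ELG1 in HEK293T cells, measured with ONE-Glo after a 16 hr treatment at 37 °C.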
NPC1 promoter act = qHTS Assay for NPC1 Promoter Activators; Huh7 NPC1 promoter luciferase reporter, 24 h; Potency, µM (titrated, usually from 9.22 µM), for inactives: at the highest dose activation, actives largely listed as activators; actives 2.4% (n = 320,000); AID 485313, 2010;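 further: % of control where 0% means no effect; nearly all actives have a fitted effect of over 60% in size; reporter is driven by a mutant NPC1 promoter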
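Cells: Huh7 expressing luciferase under the NPC1 promoter, 1500/well. Seeded 2 h, compound added, incubated 24 h at 37 °C. Luciferase reagent, 10 min ambient, then luminescence.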
MBNL1 CUG block = qHTS Assay for Inhibitors of MBNL1-poly(CUG) RNA binding. TR-FRET MBNL1-His/biotin-(CUG)12 binding, 665/545 ratio. Muscleblind-like protein 1 (Homo sapiens), Q9NR56. actives 0.036% (n = 280,000). Potency, µM (top dose mostly 57.5 µM), for inactives: at the top dose activity change, negative = inhibition, hits mostly inhibitors; active means well fitted inhibition curve with a large enough effect in the signal ratio, with a control signal flat, not every such curve was filed as active; inconclusive means small, poorly fitted or top-dose-only effect, or effect the other way, or a change in a side signal; inactive means no such curve, though single readings can be large or run the other way; the % refers to the signal ratio; further: on the % scale 0 is the no-effect control and ±100 the full control effect
Target sequence (Q9NR56 whole entry, looked up): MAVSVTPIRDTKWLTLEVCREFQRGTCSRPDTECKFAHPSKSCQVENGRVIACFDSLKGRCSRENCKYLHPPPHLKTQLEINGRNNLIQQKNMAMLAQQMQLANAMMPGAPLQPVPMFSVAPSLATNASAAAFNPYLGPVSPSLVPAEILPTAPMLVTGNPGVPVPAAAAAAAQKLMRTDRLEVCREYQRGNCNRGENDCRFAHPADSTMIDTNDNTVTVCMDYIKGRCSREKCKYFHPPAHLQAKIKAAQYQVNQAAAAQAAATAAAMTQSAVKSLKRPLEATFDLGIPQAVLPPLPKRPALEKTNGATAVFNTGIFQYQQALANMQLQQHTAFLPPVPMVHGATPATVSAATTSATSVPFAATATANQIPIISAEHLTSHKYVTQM
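Ratiometric TR-FRET (665 over 545 nm, excitation 340 nm) tracks disruption of MBNL1-His/biotin-(CUG)12 complex after 60 min at room temperature, with compounds at 92 nM to 58 uM final.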
RORg inh = qHTS for inhibitors of ROR gamma transcriptional activity; actives 5.4% (n = 310,000); Potency, µM (top dose mostly 53.6 µM), for the others: at the highest dose activity change, negative = inhibition, most hits filed as inhibitors; AID 2551, 2010; Drosophila S2 Gal4-RORgamma UAS-luciferase reporter, 20 h; further: on the % scale 0 is the no-effect control and ±100 the full control effect; nearly all actives have a fitted effect of over 60% in size
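Stable Schneider cell line, Gal4 DNA-binding domain fused to ROR gamma, UAS-luciferase. Cmpd 1 hr RT → CuSO4 700 uM final → 20 hr RT → luciferase reagent 10 min → luminescence.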
Rab9 promoter act = qHTS Assay for Rab9 Promoter Activators; actives 2.8% (n = 320,000); AID 485297, 2010; Potency, µM (top dose mostly 9.22 µM), for the others: at the highest dose activation, negative = inhibition, usual class: activators; Huh7 Rab9 promoter-luciferase reporter, luminescence, 24 h; further: % of control where 0% means no effect; nearly all actives have a fitted effect of over 60% in size
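Cells were plated at 1500 per well in reduced-serum medium with 10% FBS and left 2 h. Compound in DMSO was then added for 24 h at 37 °C. Reporter signal was read by luminescence after 10 min with luciferase detection reagent.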
uPA surface inh = qHTS for Inhibitors of Cell Surface uPA Generation | cell surface uPA generation assay, qHTS | Potency, µM (doses to about 38.3 µM), without a hit: top-dose activity change, negative = inhibition, most hits filed as inhibitors | actives 0.31% (n = 330,000); active means well fitted inhibition curve with a large enough effect; inconclusive means small, poorly fitted or top-dose-only effect; inactive means no such curve, though single readings can be large or run the other way; tested in mouse RAW 264.7 cells; further: on the % scale 0 is the no-effect control and ±100 the full control effect; nearly all actives have a fitted effect of over 55% in size
VP16 counter = VP16 counterscreen qHTS for inhibitors of ROR gamma transcriptional activity. actives 3.5% (n = 310,000). Drosophila S2 Gal4-VP16 UAS-luciferase, luminescence, 20 h. Potency, µM (top dose mostly 53.6 µM), inactives show at the highest dose activity, negative = inhibition, most hits filed as inhibitors;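 further: Gal4-VP16 expression switched on by copper sulfate through the metallothionein promoter; on the % scale 0 is the no-effect control and ±100 the full control effect; nearly all actives have a fitted effect of over 50% in size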
Starred values were filed as active, the others as inactive; u = inconclusive; x = not tested or not shown; [ ] = another dose, or the depositor's remark. Unless noted, the call rests on the fitted dose curve; in most records, active means well fitted curve in the direction sought with a large enough effect; inconclusive means small, poorly fitted or top-dose-only effect, or another doubt; inactive means no such curve, though single readings can be large; an effect the other way counts as inactive or inconclusive. Potency means the concentration at half of the fitted maximal effect. Only part of the results is shown, so the mix of outcomes need not match the whole.

(1) O=C(NNC(=O)c1cnccn1)c1ccc(Cl)c(Cl)c1
(2) COc1ccc2oc(C(=O)OCC(=O)NCc3ccccc3OC)c(C)c2c1
(3) Cc1ccc2[nH]nc(C(=O)N3CCCC(C(=O)c4ccc(Cl)cc4)C3)c2c1 (configuration not stated)
(4) COC(=O)C1=C(C)NC(=O)C1(NC(=O)CN1CCCC1=O)C(F)(F)F (configuration not stated)
(5) Cc1c(C(=O)NC2CCCCC2)oc2c1C(=O)CC(C)(C)C2
compound no. | 1 | 2 | 3 | 4 | 5
ELG1 genotoxic | 2% | -1% | -11% | -2% | 0%
BRCA1 expr act | -9% | -18% | -65% | 5% | 1%
VP16 counter | 10µM* | x | -3% | 0% | 0%
uPA surface inh | -30% | 4% | 3% | 1% | x
Rab9 promoter act | -4% | -5% | -2% | 0% | -7%
MBNL1 CUG block | 5% | x | -8% | -3% | -1%
RORg inh | 6.3µM* | x | 39% | 36% | 17%
CXXC DNA block | -11% | x | -4% | 0% | -7%
p53 reactivation | u | -4% | 5% | 2% | 16%
NPC1 promoter act | 1% | 0% | -1% | -1% | -2%
FLuc counter | -13% | -1% | 2% | 2% | 4%

(6) COc1ccc(NC(=O)C23CC4CC(C2)CC(n2cnc(Br)n2)(C4)C3)cc1Cl
(7) Cc1c(C#N)c2ccccc2n1CCOc1ccccc1F
(8) COc1cccc(NC(=O)N2CCCC2C(=O)NCc2ccccc2)c1 (configuration not stated)
(9) CCCc1nnc(SCC(=O)NC2CCCCC2)n1CCOC
(10) S=c1nccc(-c2ccc(Cl)cc2)[nH]1
compound no. | 6 | 7 | 8 | 9 | 10
ELG1 genotoxic | -10% | -11% | -14% | 5% | 1%
BRCA1 expr act | -52% | -31% | 21% | 11% | 16%
VP16 counter | 7% | 2% | -7%[10 µM] | 4% | 5µM*
uPA surface inh | 1% | -11% | 15% | 1% | 3%
Rab9 promoter act | 1% | 3% | -1% | 25% | -6%
MBNL1 CUG block | 2% | -10% | -10% | -4% | 14%
RORg inh | -2% | 18% | 3% | 1% | 2.8µM*
CXXC DNA block | 2% | -1% | -5% | -5% | 4%
p53 reactivation | 4% | -6% | 5% | 5% | 2%
NPC1 promoter act | -1% | 1% | 0% | -1% | 2%
FLuc counter | -1% | -1% | 0% | 3% | -12%

RORg inh: what is marked active above.
no.	SMILES	BRCA1 expr act	uPA surface inh	Rab9 promoter act	MBNL1 CUG block	RORg inh	CXXC DNA block	p53 reactivation
1	O=C(NNC(=O)c1cnccn1)c1ccc(Cl)c(Cl)c1	-9%	-30%	-4%	5%	6.3µM*	-11%	u
10	S=c1nccc(-c2ccc(Cl)cc2)[nH]1	16%	3%	-6%	14%	2.8µM*	4%	2%

The listing continues.
(11) Cc1ccc(C)c(NNC(N)=S)c1
(12) O=C(NCCc1csc(-c2cccnc2)n1)c1c(F)cccc1F
(13) COc1ccc(S(=O)(=O)CC2(O)CCN(C(=O)C(C)(C)C)CC2)cc1
(14) CCOc1ccc(S(=O)(=O)N2CCC(C(=O)NCC(=O)Nc3cccc(Cl)c3C)CC2)cc1
(15) CCCC(c1nnnn1CCOC)N1CCN(C(=O)c2ccco2)CC1 (configuration not stated)
compound no. | 11 | 12 | 13 | 14 | 15
ELG1 genotoxic | 0% | -10% | -1% | -1% | 0%
BRCA1 expr act | -3% | -1% | -6% | -21% | -7%
VP16 counter | 18µM* | -14% | -10% | x | 3%
uPA surface inh | 3% | 2% | 7% | -6% | 1%
Rab9 promoter act | -7% | 1% | -2% | -4% | 0%
MBNL1 CUG block | 0% | 8% | 2% | x | 55%[activator]
RORg inh | u | -7% | -5% | x | -14%[10 µM]
CXXC DNA block | 3% | -7% | 5% | x | -2%
p53 reactivation | 6% | 0% | -3% | -2% | -1%
NPC1 promoter act | 7% | -3% | -6% | -2% | -1%
FLuc counter | -1% | u | 4% | -2% | -1%

Along the list, as entered above.
Compounds 11–15 in Rab9 promoter act, in turn: -7%, 1%, -2%, -4%, 0%
Compounds 11–15 in MBNL1 CUG block, in turn: 0%, 8%, 2%, x, 55%[activator]
Compounds 11–15 in ELG1 genotoxic, in turn: 0%, -10%, -1%, -1%, 0%

The listing picks up with the three entries that preceded the break.
(13) COc1ccc(S(=O)(=O)CC2(O)CCN(C(=O)C(C)(C)C)CC2)cc1
(14) CCOc1ccc(S(=O)(=O)N2CCC(C(=O)NCC(=O)Nc3cccc(Cl)c3C)CC2)cc1
(15) CCCC(c1nnnn1CCOC)N1CCN(C(=O)c2ccco2)CC1 (configuration not stated)
(16) CCN1CCN(Cc2ccc(NC(=O)c3ccc(C)c(NC(=O)c4cccc(-c5cn[nH]c(=O)c5)c4)c3)cc2C(F)(F)F)CC1
(17) Cc1ccccc1N1C(=O)CC1(C#N)c1ccc(OCc2ccccc2)cc1 (configuration not stated)
(18) O=C(C1=C[C@@H](C2CCCCC2)C[C@@H](OCCCCO)O1)N1CCN(Cc2ccccc2)CC1
(19) O=C(Nc1ccc(S(=O)(=O)Nc2ccccn2)cc1)c1cccc(Br)c1
compound no. | 13 | 14 | 15 | 16 | 17 | 18 | 19
ELG1 genotoxic | -1% | -1% | 0% | -9% | 14% | -5% | -12%
BRCA1 expr act | -6% | -21% | -7% | -21% | -46% | -19% | -12%
VP16 counter | -10% | x | 3% | -2% | 1% | -3% | 0%
uPA surface inh | 7% | -6% | 1% | u | -5% | -2% | 8%
Rab9 promoter act | -2% | -4% | 0% | 0% | 0% | -2% | 6%
MBNL1 CUG block | 2% | x | 55%[activator] | -5% | x | 1% | 1%
RORg inh | -5% | x | -14%[10 µM] | -10% | u | 31% | 2%
CXXC DNA block | 5% | x | -2% | 16% | 8% | 5% | -2%
p53 reactivation | -3% | -2% | -1% | -6% | 25% | -1% | -2%
NPC1 promoter act | -6% | -2% | -1% | 0% | 2% | 4% | 1%
FLuc counter | 4% | -2% | -1% | -19% | -6% | -1% | 0%
